# Pf Dd2 growth = Plasmodium falciparum Dd2 growth inhibition; P. falciparum Dd2 growth, SYBR Green, 72 h; Potency, µM (highest dose often 28.9 µM), for inactives: at the top dose activity, negative = inhibition, hits mostly inhibitors; 120,000 tested, 4.3% active; AID 1347417; active = well fitted inhibition curve with a large enough effect; inconclusive = small, poorly fitted or top-dose-only effect; inactive = no such curve, though single readings can be large or run the other way;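 note: plate controls were DMSO vehicle for no effect and reference drug for full effect; nearly all actives have a fitted effect of over 65% in size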
#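 Readout: SYBR Green fluorescence, 485 nm excitation, 535 nm emission, after ~16 h lysis at 37C. Before that, Dd2-infected red cells (2.5% hematocrit) grew 72 h with compound, 29 uM top final concentration.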
# Active calls of the source: *; i = inactive; ? = inconclusive; [ ] = remark or other dose. Potency is the fitted concentration of half-maximal effect. An excerpt; rates above refer to the full screens.
mol | Pf Dd2 growth
CN(C)Cc1nnc(C2CC(NC(=O)c3ccnnc3)C2)n1C (stereo unspecified) | 4%
CC(C)(C)c1ccc(C(=O)NCC(c2ccco2)S(=O)(=O)c2ccc(F)cc2)cc1 (stereo unspecified) | 3%
O=C(Nc1ccc2ncnc(N3CCCCC3)c2c1)c1ccc(F)cc1F | i
CCc1noc(-c2cn(C3CCN(C(=O)c4cccc(Cl)c4)CC3)nn2)n1 | i
CN(C)S(=O)(=O)n1cc(/C=C(\NC(=O)c2ccccc2F)C(=O)NCCCn2ccnc2)c2ccccc21 | ?
O=C(Nc1cccc2ccccc12)O[C@@H]1CO[C@H]2[C@@H]1OC[C@@H]2NCC1CCCCC1 | ?
CCNC(=O)NC1(CCOC)CCN(Cc2cccc(C)c2)CC1 | ?
O=C1NC2(CN(Cc3ccccn3)C2)Oc2ccccc21 | -24%[44.1 µM]
CS(=O)(=O)N(C1CCOCC1)C1CN(C(=O)c2cc3ccccc3[nH]2)C1 | -14%
Cc1cccc(C)c1-c1nnc2ccc(C(=O)NC3CC3)cn12 | 23%
CCc1ccccc1NC(=O)c1ccc(F)c(S(=O)(=O)NC2CCCCCC2)c1 | ?
c1ccc2c(CN3CCn4c(nnc4-c4ccncc4)C3)cccc2c1 | -5%
O=C(N[C@@H]1CCC[C@@H]1C(=O)N1CCN(c2cccc(Cl)c2)CC1)c1ccncc1 | ?
COCCCN1C(=O)CC[C@H]2CN(C(=O)c3ccc(CN)cc3)CC[C@H]21 | 0%
COc1ccc(-c2cc(-c3ccc4cn[nH]c4c3)cn3cncc23)cn1 | ?
Cc1nnnn1CCC(=O)N[C@@H]1COCC[C@@H]1OCc1cscn1 | -25%
CSc1cccc(NC(=O)NC[C@H]2C[C@@H]3CCN2C[C@@H]3CN(C)Cc2ccccc2)c1 | ?
CCCNC(=O)C1N(C(C)C)C(=O)C12CCCC2 (stereo unspecified) | 7%
c1ccc(-c2nnc3n2CCN(CC2CCCCC2)C3)cc1 | ?
CCC(C(=O)OCc1cc(=O)n2nc(C)sc2n1)c1ccccc1 (stereo unspecified) | 34%[activator]
O=C(C1CCCCC1)N1CCC(N2CC3CC(C2)[C@H]2CCCC(=O)N2C3)CC1 (stereo partly specified) | -3%
COC[C@H]1CCCN1C(=O)CC[C@H]1CNC(=O)[C@@H]2[C@@H](CCN2Cc2ccc(C)cc2)N1C | -9%
CCOC(=O)C1(C)C=C(Nc2ccc(OC)cc2)C(=O)N1c1ccccc1 (stereo unspecified) | ?
CC(C)(C)c1ccc(C(=O)NCCc2csc3nc(-c4ccccc4F)nn23)cc1 | -6%
CC(C)c1nccn1Cc1cc(C(=O)N(C)Cc2ccccc2Cl)n[nH]1 | i
COc1cccc(CNC(=O)CN2C(=O)CCc3cc(S(=O)(=O)N4CCOCC4)ccc32)c1 | 36%[activator]
COc1cccc(OCc2nc(C(=O)N[C@H]3CCCCNC3=O)co2)c1 | 0%
COc1ccc(CC(=O)Nc2ccc(-c3nc4ccccc4s3)c(C)c2)cc1 | -6%
CN(C)c1nc(N)nc(CNC(=O)c2csc(Cc3ccccc3)n2)n1 | -11%
CC1CNC(Cc2ccccc2)CN1C(=O)OC(C)(C)C (stereo unspecified) | ?
Cc1cc(CNC(=O)[C@@H]2CCC[C@@H](NC(=O)c3cccnc3)CN(C)C(=O)C2)no1 | 13%[44.1 µM]
COc1ccc(OC)c(S(=O)(=O)N2[C@H]3CC[C@@H]2c2cnc(-c4ccccc4)nc2C3)c1 | ?
COc1cc2c(cc1OCc1ccccc1)NC(=O)C21CCN(c2ccnc(C)n2)CC1 | ?
COc1cccc(CNC(=O)CN(c2ccc(C(C)C)cc2)S(=O)(=O)c2c(C)n[nH]c2C)c1 | i
O=C(CC1N=C2c3ccccc3N=C(SCC(=O)Nc3ccc(F)cc3)N2C1=O)NCc1cccs1 (stereo unspecified) | 18%
CN(Cc1ccccc1)Cc1cc(C(=O)N(C)Cc2ccsc2)no1 | -13%
Cc1ccc(Cn2c3ccccc3c3cnn(CC(=O)N4CCCCCC4)c(=O)c32)cc1 | ?
CC(C)c1nnc(C2CN(C(=O)c3cccn3C)CC23CCOCC3)o1 (stereo unspecified) | 50%[activator]
COc1ccccc1CNC(=O)c1cc2n(n1)CC(c1ccc3c(c1)OCO3)OC2 (stereo unspecified) | -26%
COc1ccc(CCNC(=O)C(=O)Nc2ccccc2F)cc1 | i
Cc1cc(C)cc(NC(=O)CN2C(=O)CSc3ccc(S(=O)(=O)N(C)C)cc32)c1 | -5%
Cc1ccc(CC(=O)N2CCN(c3nnc4ccc(C(F)(F)F)cn34)CC2)cc1 | i
CCOc1ccc(-c2noc(-c3ncn4c3COC(c3ccc(F)cc3)C4)n2)cc1 (stereo unspecified) | -25%
O=C(c1ccc2c(c1)OCO2)N1CCC(N2CCNC2=O)CC1 | 10%
O=C(COc1ccccc1Cl)Nc1ccc2oc(-c3ccccc3F)nc2c1 | 16%
COc1ncccc1-c1nccc2c(=O)cc(-c3cccnc3)oc12 | -8%[44.1 µM]
Cc1ccc(O[C@H]2COCC[C@H]2NC(=O)c2ccc(-c3ccn[nH]3)cc2)cn1 | -8%
COc1cccc(CNc2nc3c(-c4ccccc4)nnn3c3ccccc23)c1 | 1%
CC(=O)N1CCN(CC[C@H]2CN(C(=O)c3ccnc(Cl)c3)CC[C@H]2CC(=O)O)CC1 | 11%
O=C1OC[C@@H]2CCN(Cc3ccncc3)Cc3ccc(F)cc3N12 | -6%[44.1 µM]

# Following part.
mol | Pf Dd2 growth
CCn1cc(C(=O)N2CCN(c3cccc(Cl)c3)CC2)c2cc(OC)c(OC)cc2c1=O | ?
CC(C)CC(=O)NC1CCCc2c1[nH]c1ccc(Cl)cc21 (stereo unspecified) | -16%
Cc1ccc(C(=O)N2CCC(CCC(=O)O)CC2)cc1 | i
COC(=O)c1ccc(CSc2nnc3ccc4ccccc4n23)cc1 | ?
O=C(Nc1ccccc1F)N1CC2CCC(C1)N2Cc1ccccc1 | 11%
O=C(CN1CCCc2nc(C3CC3)ncc2C1=O)NCc1ccco1 | -6%
CCOc1cccc2cc(-c3nc(-c4ccc(Cl)cc4)c(C)s3)c(=O)oc12 | 46%[activator]
COc1ccc(CNC(=O)c2nc(S(=O)(=O)Cc3ccccc3)ncc2Cl)cc1 | 6%
Cc1nc(N2CCCCC2)n(CC(=O)Nc2ccc(Br)cc2)c(=O)c1C | i
CC1CCN(c2ccc(-c3cccc(NC(=O)NC(C)C)c3)nn2)CC1 | ?
COc1ccc(OCc2ccc(-c3nc(C#N)c(N4CCN(c5ccccc5)CC4)o3)o2)cc1 | 10%
Cc1sc2ccn(CC(C)C)c(=O)c2c1C(=O)N1CCCCC1 | -18%
Cc1cc2c(-c3ccc(CO)cc3)nc(-c3c(C)noc3C)cc2[nH]1 | i
CCOc1ccc(-c2nc(C3CC(=O)N(c4ccc(F)cc4)C3)no2)cc1 (stereo unspecified) | i
CC(=O)N1CCC2(CC1)CN(C(=O)N(C)C)Cc1ccccc1O2 | 6%
COC(=O)CCC(=O)N1CCOC(Cc2cccc(C(F)(F)F)c2)C1 (stereo unspecified) | -3%
O=C(NCCc1cnc[nH]1)[C@@H]1C[C@H]2C(=O)NCCCCCCN(S(=O)(=O)c3ccccc3)[C@H]2C1 | -29%
COc1ccc(OC)c(NC(=O)CC2CCCN(c3cnn(C)c(=O)c3)C2)c1 (stereo unspecified) | -8%
CC(C)(C)c1ccc(-c2nc(NC(=O)CSc3ncnc4sc5c(c34)CCCC5)ns2)cc1 | 33%
Cc1ccc(NC(=O)Cn2nnc3sc(-c4ccccc4)cc3c2=O)cc1Cl | 5%
COCCc1noc(-c2ccc(NC(C)c3ncccc3C)nc2)n1 (stereo unspecified) | -20%
N#Cc1ccccc1CN1CCNc2nc(CN3CCOCC3)n(Cc3ccccc3)c2C1=O | ?
CC(C)CN1C(=O)c2cccn2CC1CNC(=O)CCc1nc2ccccc2s1 (stereo unspecified) | i
Cc1ccccc1N(C)C1CN(Cc2ccc(C#N)cc2)C1 | ?
Cc1cccc(N2CCN(C(=O)c3ccc4c(c3)N(Cc3ccccc3F)C(=O)c3ccccc3S4=O)CC2C)c1 (stereo unspecified) | ?
CC1(C)C[C@H](NCc2ccc(CO)o2)[C@@]2(CCC(=O)NCCN3CCOCC3)CC[C@](C)(O)C[C@@H]12 | ?
CCCCN(CC)C(=O)c1nnn2cc(-c3ccc(Cl)cc3)[nH]c(=O)c12 | 87%[activator]
CC(Oc1ccc(Br)cc1)C(=O)N(Cc1nc(-c2ccccc2)no1)C(C)C (stereo unspecified) | ?
CCOC(=O)c1cccc(NC(=O)c2cnn(-c3ccccc3)c2-n2cccc2)c1 | -24%
Cc1nn2c(c1-c1ccccc1-c1ccccc1)N(C(=O)c1cccnc1)CCC2 | i
CCC1CCCCN1CCCNC(=O)c1ccc2c(c1)N(Cc1cccc(C)c1)C(=O)c1ccccc1S2(=O)=O (stereo unspecified) | 4µM*
COCCOC1CCOC2(CCN(C(=O)c3ccccc3)CC2)C1 (stereo unspecified) | -21%
CCn1cc(CN2CCN(C(=O)c3sccc3C)CC2)ccc1=O | 14%
CCN1C(=O)c2ccccc2S(=O)c2ccc(C(=O)NCc3ccccc3OC)cc21 (stereo unspecified) | -20%
COc1ccc(N(C(=O)c2cccc(C)c2)S(=O)(=O)c2ccc(Cl)cc2)cc1 | i
O=c1c2ccccc2n(Cc2cccc(Cl)c2)c(=O)n1CCc1ccccc1 | ?
COCCN1Cc2ccc(NCC(C)C)nc2C(C)(C(=O)NC2CCC2)C1 (stereo unspecified) | ?
O=S1(=O)NCC2(CCN(Cc3ccncc3)CC2)Oc2ncccc21 | 6%
Cc1ccc2nc(COc3ccc(NC(=O)COc4ccccc4F)cc3)cc(=O)n2c1 | -18%
COc1ccccc1NC(=O)C1=C(C)Nc2nc(CCCO)nn2C1c1cccc(O)c1 (stereo unspecified) | -10%
Cc1ccc(NC(=O)CCN2CCN(CCO)CC2)cc1C | 82%[activator]
CN1C(=O)C(CC(=O)N2CCC(CN)CC2)(Cc2ccccc2)c2ccccc21 (stereo unspecified) | -7%
COc1cc(OC)c(NC(=O)CC(c2cccs2)N2Cc3ccccc3C2=O)cc1Cl (stereo unspecified) | -10%
CCCCNC(=O)C1CCC(CNS(=O)(=O)c2ccc(C)cc2)CC1 (stereo unspecified) | 3%
CCc1nc(-c2c3n(c(=O)n(Cc4cccc(C(F)(F)F)c4)c2=O)CCCC3)no1 | i
COc1cccc(NC(=O)N2CCC[C@@H](O)[C@H](NC(=O)c3ccc(OCCN4CCCC4)cc3)C2)c1 | -16%
COCC1CN(C(=O)c2nccc3ccccc23)CC12CCNCC2 (stereo unspecified) | i
C[C@]1(CO)[C@H]2Cc3sc(NC(=O)C4CCC4)nc3[C@@H](CC(=O)NC3CC3)[C@]2(C)CC[C@H]1O | ?
CCOC(=O)c1c(NC(=O)CSc2cn(CCNC(=O)c3ccc(OCC)cc3)c3ccccc23)sc2c1CCC2 | i
CCc1noc(-c2cn(C3CCN(C(=O)c4ccc(C(C)(C)C)cc4)C3)nn2)n1 (stereo unspecified) | -6%

# 4 records picked at random from those above:
mol | Pf Dd2 growth
CC(C)(C)c1ccc(C(=O)NCC(c2ccco2)S(=O)(=O)c2ccc(F)cc2)cc1 (stereo unspecified) | 3%
N#Cc1ccccc1CN1CCNc2nc(CN3CCOCC3)n(Cc3ccccc3)c2C1=O | ?
COC[C@H]1CCCN1C(=O)CC[C@H]1CNC(=O)[C@@H]2[C@@H](CCN2Cc2ccc(C)cc2)N1C | -9%
Cc1ccc2nc(COc3ccc(NC(=O)COc4ccccc4F)cc3)cc(=O)n2c1 | -18%

# New compounds follow.
mol | Pf Dd2 growth
COc1cccc(NC(=O)CSc2nc(=O)n(Cc3ccco3)c3c2CCC3)c1 | 6%
Cc1cc(Cl)ccc1S(=O)(=O)N1CCC(Oc2ccc(C(N)=O)cn2)CC1 | -63%
COc1ccc(NC(=O)N[C@H]2[C@H](O)[C@@H](N3CCC(Cc4ccccc4)CC3)[C@@H]3OC[C@H]2O3)cc1 | -15%
COc1cccc(CN2C(=O)c3ccccc3Sc3ccc(C(=O)OCc4ccco4)cc32)c1 | ?
CC(=O)Nc1ccc(S(=O)(=O)NCC2CCC(C(=O)NCCN(CC(C)C)CC(C)C)CC2)cc1 (stereo unspecified) | -24%
O=C(O)c1ccccc1C(=O)N1CC[C@H]2COC(=O)N2c2cc(F)ccc2C1 | -7%[44.1 µM]
COCCN1CCCN(C(=O)c2cc(C)cc(C)c2)c2ccccc21 | i
CC(=O)N1C[C@@H]2CCCN3CCC[C@@H]([C@H]23)[C@H]1CCCC(=O)N1CCN(C2CCN(C)CC2)CC1 | 39%[activator]
CC(=O)NCCC(=O)N1Cc2ccccc2CC2(CCCN2CC2CCNC2)C1 (stereo unspecified) | ?
Cc1cc(C(=O)N2CCCC(c3nnc(Cn4ccnc4)n3C)C2)c(C)o1 (stereo unspecified) | 2%
O=C1[C@@H]2C[C@@H](O)CN2C2(CN(Cc3ccc(F)cc3)C2)C(=O)N1Cc1ccccc1 | ?
CCOC(=O)Cc1csc(NC(=O)CC[C@H]2NC(=O)c3ccccc3NC2=O)n1 | -10%
O=C(Nc1ccc(Cl)cc1Cl)c1cc2cccnn2n1 | 26%[44.1 µM]
CCOc1ccc(NC(=O)C(=O)NCCc2csc3nc(-c4ccccc4F)nn23)cc1 | -13%
O=C(COc1ccc(Cl)cc1Cl)N1CCCCC1c1ccccn1 (stereo unspecified) | -13%
C[C@@H](NC(=O)Nc1ccccc1)c1onc(-c2ccc(Cl)cc2)c1C(=O)O | 23%[44.1 µM]

# Source: PubChem BioAssay (National Center for Advancing Translational Sciences (NCATS))
